Source: PubChem
MrgX1 antagonist: blocks BAM8-22 activation of human MrgX1 receptor. Q96LB2. MRGX1-HEK293 calcium flux, Fluo-4, BAM8-22 antagonism; active compounds read low. B-score at 10 µM. 310,000 tested, 1.3% active. AID 588676;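 active means calcium-response B-score plate-corrected more than 3 library SD below zero, starting fluorescence within 5 deviations, no agonist response on first addition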;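 further: peak minus trough fluorescence over baseline after final BAM8-22 challenge near maximal dose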
MrgX1 allo act: allosterically activates human MrgX1 receptor signaling; B-score at 10 µM; 310,000 tested, 0.63% active; MrgX1-HEK293, Fluo-4 calcium flux, FDSS; active compounds read high; Q96LB2;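 active means plate-corrected calcium response at least 3 library SD above typical, normal starting fluorescence, not activating the receptor alone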;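 further: compound read alongside a low EC10 to EC30 dose of BAM8-22 agonist; peak minus trough fluorescence over baseline measured at the second addition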
TRPC4 inh: blocks the mouse TRPC4 cation channel; Q9QUQ5; HEK293 TRPC4beta/mu-opioid, DAMGO-evoked Fluo4 calcium flux; active compounds read low; B-score at 10 µM; 300,000 tested, 0.39% active;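 active means B-score over 3 SD under the library average, no early fluorescence shift, positive overall ratio signal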
Target sequence (Q9QUQ5 whole entry, looked up): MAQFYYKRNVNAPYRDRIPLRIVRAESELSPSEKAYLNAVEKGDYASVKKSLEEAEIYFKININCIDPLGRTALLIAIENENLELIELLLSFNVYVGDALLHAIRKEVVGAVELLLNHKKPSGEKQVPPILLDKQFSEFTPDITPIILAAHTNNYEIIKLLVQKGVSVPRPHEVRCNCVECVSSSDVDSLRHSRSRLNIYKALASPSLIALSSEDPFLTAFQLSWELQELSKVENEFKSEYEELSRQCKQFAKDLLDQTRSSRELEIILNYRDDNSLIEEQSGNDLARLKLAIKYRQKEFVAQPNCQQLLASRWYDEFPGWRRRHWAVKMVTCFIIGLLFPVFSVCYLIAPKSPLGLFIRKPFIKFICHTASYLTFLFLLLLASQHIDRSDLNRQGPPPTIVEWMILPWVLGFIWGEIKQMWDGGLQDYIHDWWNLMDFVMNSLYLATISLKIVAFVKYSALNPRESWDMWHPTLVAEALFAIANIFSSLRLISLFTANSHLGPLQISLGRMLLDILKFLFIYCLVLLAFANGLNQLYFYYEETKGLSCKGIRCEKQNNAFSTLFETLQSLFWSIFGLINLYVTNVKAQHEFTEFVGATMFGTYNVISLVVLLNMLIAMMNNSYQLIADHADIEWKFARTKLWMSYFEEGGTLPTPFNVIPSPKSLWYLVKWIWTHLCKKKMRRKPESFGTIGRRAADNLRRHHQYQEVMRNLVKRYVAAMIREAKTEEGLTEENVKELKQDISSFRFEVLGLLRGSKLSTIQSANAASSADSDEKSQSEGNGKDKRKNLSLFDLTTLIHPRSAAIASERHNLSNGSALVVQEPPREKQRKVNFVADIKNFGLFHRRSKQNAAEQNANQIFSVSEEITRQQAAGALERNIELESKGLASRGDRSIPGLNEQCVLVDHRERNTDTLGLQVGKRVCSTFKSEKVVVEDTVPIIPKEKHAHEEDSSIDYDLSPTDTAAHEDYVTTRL
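Signal: kinetic Fluo4 fluorescence imaging of calcium influx. Material: stable TRPC4beta/mu-opioid receptor HEK293 cells. Probe or stimulus: DAMGO in two steps, submaximal then maximal.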
MrgX1 agonist: human MrgX1 receptor agonism, primary screen. Q96LB2. MrgX1-HEK293 cells, Fluo-4 calcium fluorescence, agonist mode; active compounds read high. B-score at 10 µM. 310,000 tested, 0.44% active;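 active means calcium response B-score plate-corrected fluorescence ratio at least 3 library SD, with starting fluorescence B-score inside 5 SD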
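Material: HEK293 cells stably expressing human MrgX1 receptor | Quantity: 15,000 cells per well | Times: Cells plated overnight, dye loaded 0.5 h 37 °C, 0.5 h room temperature | Measured by: Kinetic Fluo-4 NW fluorescence of intracellular calcium | Control set: Positive and negative controls per plate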
TRPC6 inh: mouse TRPC6 channel inhibition; HEK293-TRPC6, membrane potential dye, ACh-evoked depolarization; active compounds read low; B-score at 10 µM; 310,000 tested, 1.1% active;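 active means B-score under library mean minus 3 SD, initial fluorescence not abnormally high, positive integrated signal ratio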;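 further: B-score derived from integrated fluorescence ratio over the kinetic read; more negative B-score means stronger inhibition of depolarization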
TRPC6 act: activators of mouse TRPC6 channel | AID 2550 | HEK293-TRPC6 membrane potential dye fluorescence; active compounds read high | B-score at 10 µM | 310,000 tested, 0.13% active;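 active means B-score of the integrated fluorescence ratio above library mean plus 3 SD, and starting fluorescence ratio within library mean plus 5 SD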;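 further: higher score means more depolarization so channel activation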
TRPC4 potent: TRPC4 (mouse) allosteric potentiation; Q9QUQ5; HEK293 TRPC4beta/mu-opioid, DAMGO EC20, Fluo-4 Ca2+ flux; active compounds read high; B-score at 10 µM; 310,000 tested, 0.42% active; AID 2227;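 active means B-score of calcium response area above 5 SD of library B-scores, with initial fluorescence ratio within 5 SD of library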;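 further: B-score of integrated fluorescence ratio over time as area under calcium response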
SKKanGAS inh: inhibitors of SKKanGAS S. pyogenes growth in kanamycin (SK-promoter or general growth effect). BacTiter-Glo, 6 h. inhibition, % at 7.5 µM. 300,000 tested, 1.3% active. AID 1662;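 active means mean replicate score, as percent of positive control median, at least 50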;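 further: strain carries kanamycin resistance gene driven by streptokinase promoter and grows in 40 µg/ml kanamycin; loss of luminescence reflects streptokinase promoter inhibition or plain growth inhibition; 0% = median of DMSO wells and 100% = positive control at its reference dose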
ANO1 activ: activates or potentiates the mouse TMEM16A chloride channel | 340,000 tested, 0.3% active | HEK293 TMEM16A/YFP-H148Q/I152L, iodide quench fluorescence; active compounds read low | Q8BHY3 | B-score at 10 µM;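 active means fluorescence-ratio B-score plate-corrected deviation score at least 3 library SD below zero, with starting fluorescence score within 5 deviations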;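 further: channel opened by trigger with iodide after compound preincubation; score built on the fluorescence ratio of max minus min over baseline; more negative score means more quench and so TMEM16A activation or potentiation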
TRPC4 agonist: activators of mouse TRPC4 channel; Q9QUQ5; 310,000 tested, 0.49% active; B-score at 10 µM; HEK293 TRPC4beta/mu-opioid, Fluo4 calcium fluorescence; active compounds read high;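 active means B-score above 5 SD of library B-scores, and initial fluorescence ratio not above library mean plus 5 SD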;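 further: positive B-score marks a calcium rise read as TRPC4 activation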
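Technique: kinetic Fluo4 calcium fluorescence; Test system: TRPC4beta and mu-opioid receptor HEK293 stable cells; Measure: B-scored integrated calcium fluorescence ratio; Benchmarks: low control buffer alone, high control maximal DAMGO; Schedule: 45 min room-temperature Fluo4 loading, 110 s read.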
TMEM16A inh: blocks the mouse calcium-activated chloride channel TMEM16A. Q8BHY3. HEK293 TMEM16A/YFP iodide influx fluorescence, ionomycin. normalized B-score (activity score, 25-100; higher = stronger inhibition) at 10 µM. 310,000 tested, 1.2% active;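 active means ratio plate-corrected score three or more library SD toward inhibition, starting fluorescence score within five deviations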;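 further: score derived from kinetic fluorescence span divided by baseline fluorescence per well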
Active calls of the source: *; i = inactive; · = not tested or not shown.

SMILES	MrgX1 antagonist	MrgX1 allo act	TRPC4 inh	MrgX1 agonist	TRPC6 inh	TRPC6 act	TRPC4 potent	SKKanGAS inh	ANO1 activ	TRPC4 agonist	TMEM16A inh
CCc1ccc(CNC(=O)C2CC(=O)N(C3CCCC3)C2)cc1 (stereo not given)	i	i	i	i	i	i	i	2.0	i	i	i
CCOC(=O)c1c(SC)nc(SC)c2c1CCC2	i	i	i	i	i	i	i	-4.9	i	i	i
CCN(CC)C(=O)Cn1cc(S(=O)(=O)CC(=O)NC2CCCCC2)c2ccccc21	i	i	i	i	i	i	i	-3.5	i	i	i
CCc1nnc(NC(=O)CSc2nnc(-c3ccco3)n2CC)s1	i	i	i	i	i	i	i	3.6	i	i	i
COc1ccc(Br)cc1C(=O)Nc1ccc(C(=O)NCC(C)C)cc1	i	i	i	i	i	i	i	-1.6	i	i	i
O=C(COC(=O)C1(c2ccc(Cl)cc2)CCCC1)Nc1ncc(C(F)(F)F)cc1Cl	i	i	i	i	i	i	i	9.2	i	i	100*
CCOc1ccc(-c2cc(C(=O)N3CCN(C)CC3)c3ccccc3n2)cc1	i	i	i	i	i	i	i	-3.6	i	i	i
COc1cnc(-c2ccccn2)nc1Oc1cccc(C(F)(F)F)c1	i	i	i	i	i	i	i	37.6	i	i	i
Cc1ccc(-c2cnc(NC(=O)CCC(=O)N3CCCCC3)n2C)cc1	i	i	i	i	i	i	i	-15.0	i	i	i
COC(=O)C(C#N)c1nc2ccccc2nc1N1CCCC1 (stereo not given)	i	i	i	i	i	i	i	2.3	i	i	i
Cc1ccc(NC(=O)C2CCCN(S(=O)(=O)c3cnc[nH]3)C2)cc1F (stereo not given)	i	i	·	i	·	·	·	·	i	·	i
Cc1cn(-c2cc(C(=O)Nc3ccc(C)c(NC(=O)C(=O)c4c[nH]c5ccccc45)c3)cc(C(F)(F)F)c2)cn1	i	i	i	i	i	i	i	68.2*	i	i	i
C1=Nc2ccccc2CN1c1ccccc1	i	i	i	i	i	i	i	-1.4	i	i	i
CCOC(=O)C(=Cc1ccc(Br)cc1)C(=O)OCC	i	i	i	i	i	i	i	-7.0	i	i	i
COCCCNC(=S)NNC(=O)c1ccoc1C	i	i	i	i	i	i	i	2.6	i	i	i
O=C(CSc1ccccn1)N1CCCC(Nc2ccccc2)C1 (stereo not given)	·	·	i	·	i	i	i	-3.8	i	i	·
COc1cc(CN2CCCC(N3CCc4ccccc4C3)C2)c(Cl)cc1O (stereo not given)	i	i	i	i	i	i	i	-5.5	i	i	i
CCc1ccc(NC(=O)COc2ccc(/C=C(/C#N)c3nc4ccccc4[nH]3)cc2OC)cc1	i	i	i	i	i	i	i	5.3	i	i	i
O=C(CSc1nnc(CCCO)n1-c1ccccc1)Nc1nccs1	i	i	i	i	i	i	i	-0.3	i	i	i
CC1CCN(C(=O)NC(=O)c2ccc(Cl)cc2)CC1	i	i	i	i	i	i	i	-5.6	i	i	i
Cn1c(-c2sccc2OCc2ccccc2)n[nH]c1=S	i	i	i	i	i	i	i	-1.8	i	i	i
Nc1ccccc1NC(=O)c1ccccc1	i	i	i	i	i	i	i	4.9	i	i	i
O=C(O)CN1C(=O)/C(=C\c2ccccc2OCc2ccc(Cl)cc2)SC1=S	i	i	i	i	i	i	i	26.0	i	i	i
Cc1sc2ncnc(N3CCC(C(=O)NNC(=O)COc4cccc(C(F)(F)F)c4)CC3)c2c1C	i	i	i	i	i	i	i	-3.3	i	i	100*
Fc1ccccc1/C=N/Nc1ccc(Cl)nn1	i	i	i	i	i	i	i	4.6	i	i	i
CCOc1ccccc1-n1c(N)c(C(N)=O)sc1=S	i	i	i	i	i	i	i	-8.2	i	i	i
CCN1C(=O)C(c2ccc(O)cc2)(c2ccc(O)cc2)c2ccccc21	i	i	i	i	i	i	i	-0.2	i	i	i
CCCCC[n+]1ccn(C2=C([O-])c3ccccc3C(=O)/C2=N\S(=O)(=O)c2ccccc2)c1	i	i	i	i	i	i	i	73.7*	i	i	i
CCc1ccccc1N(C(C)=O)c1nc(CN=C=S)cs1	i	i	i	i	i	i	i	-1.6	i	i	i
COc1ncnc2c1oc1nc(C)c3c(c12)CC(C)(C)OC3	i	i	i	i	i	i	i	-4.2	i	i	i
CCc1ccc(NC(=O)C(=O)NCC2CCCN2S(=O)(=O)c2cccs2)cc1 (stereo not given)	i	i	i	i	i	i	i	9.8	i	i	i
CCOC(=O)c1nc(NCCc2ccccc2)sc1C	i	i	i	i	i	i	i	2.4	i	i	i
O=c1c(Cc2ccccc2)c(O)ccn1Cc1ccc2c(c1)OCO2	i	i	i	i	i	i	i	4.3	i	i	i
CCOc1cc(NS(=O)(=O)c2ccc(NC(C)=O)cc2)c(OCC)cc1NC(=O)C(C)C	i	i	i	i	i	i	i	-9.9	i	i	i
CCc1ccc2nc(NC(=O)c3ccc(N4C(=O)CCC4=O)cc3)sc2c1	i	i	i	i	i	i	i	4.3	i	i	i
COc1cc(CNCc2ccc(C)cc2)cc(OC)c1OC	i	i	i	i	i	i	i	-1.3	i	i	i
COc1ccc2oc(C(=O)N3CCc4ccccc43)c(C)c2c1	i	i	i	i	i	i	i	9.5	i	i	i
COc1ccc(/C=C(\C#N)C(=O)OCC(=O)NCc2ccc(Cl)cc2)cc1	i	i	i	i	i	i	i	-2.1	·	i	i
Cc1ccc(C)c(C(=O)CSc2nc3ccccc3c(=O)[nH]2)c1	i	i	i	i	i	i	i	-4.7	i	i	i
O=c1cc(CN2CCN(c3ccc(O)cc3)CC2)nc2scc(-c3ccccc3)n12	i	i	i	i	i	i	i	-0.4	i	i	i
COc1nc(NC2CCCCC2)nc(NC(C)(C)C)n1	i	i	i	i	i	i	i	26.3	i	i	i
Cc1[nH]c2ccccc2c1C(=O)CN1CC(C)CC(C)C1 (stereo not given)	i	i	i	i	i	i	i	2.6	i	i	i
Nc1ccc(-c2ncc(-c3ccccc3)o2)cc1	i	i	i	i	i	i	i	-6.1	i	i	i
COc1ccc(N2CCCCn3c2nc2c3c(=O)[nH]c(=O)n2C)cc1	i	i	i	i	i	i	i	-1.5	i	i	i
O=C(Nc1ccc2c(c1)CCCN2C(=O)c1ccccc1)c1ccccc1Br	i	i	i	i	i	i	i	7.4	i	i	i
COc1ccc(N(C(=O)CNC(=O)c2cccs2)C(C(=O)NC2CCCC2)c2cccnc2)cc1 (stereo not given)	i	i	i	i	i	i	i	-3.3	i	i	i
COc1ccc(C(=O)CSc2nn3c(=O)c(C(C)(C)C)nnc3s2)cc1	i	i	i	i	i	i	i	8.0	i	i	i
O=C(NCc1ccccc1Cl)C1(S(=O)(=O)c2ccc(Cl)cc2)CC1	i	i	i	i	i	i	i	6.7	i	i	i
N#CC1=C(SCC(=O)NC23CC4CC(CC(C4)C2)C3)NC(=O)C(C#N)C12CCCCC2 (stereo not given)	i	i	i	i	i	i	i	10.8	i	i	100*
Cc1ccc(-c2nc(CS(=O)(=O)CC(=O)N3CCN(C)CC3)c(C)o2)cc1	i	i	i	i	i	i	i	-5.5	i	i	i
COc1ccc2[nH]c3c(c2c1)CCNC3c1ccc([N+](=O)[O-])o1 (stereo not given)	-5.63*	i	i	i	i	i	i	4.4	i	i	i
COc1ccc(C(=O)COC(=O)CCN2C(=O)C3C4C=CC(C5CC45)C3C2=O)cc1 (stereo not given)	i	i	i	i	i	i	i	-2.9	i	i	i
COc1ccc(F)cc1CSc1nnnn1-c1ccc(O)cc1	i	i	-5*	i	i	i	i	-0.1	i	i	25*
COc1cc(OC)c(OC)cc1CN1CCC(O)CC1	i	i	i	i	i	i	i	3.7	i	i	i
CSc1sc(C(=O)N(C)C)c2c1S(=O)(=O)N(C)c1ccccc1-2	i	i	i	i	i	i	i	-4.3	i	i	i
COCCCn1c(=O)c2sccc2n(Cc2ccccc2)c1=O	i	i	i	i	i	i	i	2.1	i	i	i
Cc1cc(=O)n(Cc2ccccc2)c(O)c1C#N	i	i	i	i	i	i	i	2.4	i	i	i
COc1ccc(OC)c(Nc2nc(N)nc(CSc3nnc(-c4ccncc4)o3)n2)c1	i	i	i	i	i	i	i	-2.0	·	i	i
O=C(CCN1CCN(C(=O)c2ccco2)CC1)Nc1ccc(F)cc1	i	i	i	i	i	i	i	4.1	i	i	i
O=[N+]([O-])c1ccccc1S(=O)(=O)NCc1ccc(F)cc1	i	i	i	i	i	i	i	-11.1	i	i	i

The listing continues.
SMILES	MrgX1 antagonist	MrgX1 allo act	TRPC4 inh	MrgX1 agonist	TRPC6 inh	TRPC6 act	TRPC4 potent	SKKanGAS inh	ANO1 activ	TRPC4 agonist	TMEM16A inh
Cn1nc(C(=O)Nc2cccc(Cl)c2)cc1C(=O)Nc1cccc(Cl)c1	-4.75*	i	i	i	i	i	i	21.0	i	i	i
CN(Cc1nc(-c2ccc3c(c2)OCO3)no1)CC1(N2CCOCC2)CCCCC1	i	i	i	i	i	i	35*	-0.3	i	i	i
COc1ccc(-c2cc(C(=O)Nc3ccc4c(c3)OCO4)no2)cc1	i	i	i	i	i	i	i	-2.5	i	i	i
CCC(C)(C)NC(=O)C(c1ccc(OC)cc1)N(C(=O)CCC(=O)Nc1cc(C)on1)c1ccc2c(c1)OCO2 (stereo not given)	i	i	i	i	i	i	i	-0.5	i	i	i
CCN(c1ccccc1)S(=O)(=O)c1ccc(Cl)c(NC(=O)CN2C(=O)NC3(CCCC3)C2=O)c1	i	i	i	i	i	i	i	-9.0	i	i	i
O=C1CC(C(=O)Nc2ccc(Br)cc2)C2(CCCC2)O1 (stereo not given)	i	i	i	i	i	i	i	-1.7	·	i	i
CCOC(=O)c1c(C(=O)OCC)c(C)n(Cc2cc(OC)c(OC)c(OC)c2)c1C	i	i	i	i	i	i	i	-0.9	i	i	i
NC(=O)c1ccc(N2CCN(c3ncc(C(F)(F)F)cc3Cl)CC2)cc1	i	i	i	i	i	i	17*	-13.1	i	i	i
COc1ccc(-c2nnc(SCC(=O)Nc3ccccc3)n2C)cc1	i	i	i	i	i	i	i	-9.3	i	i	i
CCOC(Cn1c(-c2ccc(OC)cc2)nc2ccccc21)OCC	i	i	i	i	i	i	i	3.1	·	i	i
